# tim23-1 inh: inhibits growth of tim23-1 mutant yeast | S. cerevisiae tim23-1 growth, BacTiter-Glo luminescence, 24 h | AID 463212 | 1.3% of 330,000 active | inhibition, % at 20 µM;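 active means growth inhibition of the mutant yeast at or above 50%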;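 further: temperature-sensitive mutant grown at 25 °C; plate controls were DMSO-treated mutant yeast for no effect and medium wells lacking yeast for full effect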
# beta cell repl: MIN6 beta-cell proliferation induction. proliferation, % at 10 µM. MIN6 cells proliferation, ATPlite luminescence, 48 h; cells starved in 0.2% serum; 100% = growth in 10% serum. 0.29% of 330,000 active. AID 2380;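 active means compounds whose signal lies at least 3.5 SD above the mean of all wells on their plate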;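 further: 0% = DMSO-treated cells in low-serum medium and 100% = 10% serum control; some compounds called inactive have numbers as strong as hits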
# APJ agonist: agonists of human APJ apelin receptor | P35414 | 0.11% of 330,000 active | activation, % at 20 µM | CHO-K1 APJ PathHunter beta-arrestin, luminescence; 0% DMSO wells, 100% apelin;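 active means activation more than six SD over the plate average, tested at 20 µM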;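 further: 0% = DMSO alone and 100% = apelin-13 at 10 nM; some results filed as inactive read as strong as hits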
# Target sequence (P35414 whole entry, looked up): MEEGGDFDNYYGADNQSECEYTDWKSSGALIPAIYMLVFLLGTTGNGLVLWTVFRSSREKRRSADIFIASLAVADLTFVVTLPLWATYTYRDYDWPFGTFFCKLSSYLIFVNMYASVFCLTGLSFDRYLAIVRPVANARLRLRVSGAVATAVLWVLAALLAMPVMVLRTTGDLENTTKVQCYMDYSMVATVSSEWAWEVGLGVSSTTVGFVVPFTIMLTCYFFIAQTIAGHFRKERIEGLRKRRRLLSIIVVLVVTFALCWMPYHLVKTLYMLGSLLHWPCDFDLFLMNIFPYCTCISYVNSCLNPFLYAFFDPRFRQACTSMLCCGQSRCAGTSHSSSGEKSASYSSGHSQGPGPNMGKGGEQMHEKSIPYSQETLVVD
#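 Test system: CHO-K1 APJ beta-arrestin complementation cell line. Amount: cell density 1000 per well. Controls: DMSO negative, 10 nM Apelin-13 positive. Signal: luminescent beta-gal fragment complementation, chemiluminescent substrate. Read-out basis: agonist-driven arrestin binding to APJ. Timing: compound stimulation 90 min at 25 °C, detection 60 min.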
# GRIN3A LBD mod: modulators (binders) of human NR3A ligand-binding domain. NR3A LBD differential scanning fluorimetry, Tm shift; 0% = protein alone, 100% = glycine-bound protein. Tm shift relative to glycine control, % at 25 µM. 2.5% of 340,000 active. AID 1259313;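 active means melting temperature shift of at least 10% of the positive control shift, at one fixed dose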
# TIM10 inh: inhibits growth of TIM10 yeast strain. S. cerevisiae TIM10 strain growth, BacTiter-Glo luminescence, 24 h. inhibition, % at 10 µM. 1.4% of 330,000 active;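 active means inhibition of 40% or more at the single tested concentration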;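 further: wild-type TIM10 isogenic control strain grown at permissive 25 °C; 0% = DMSO yeast wells and 100% = minimal medium wells without yeast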
# APJ antag: antagonists of human APJ apelin receptor | P35414 | CHO-K1 APJ beta-arrestin complementation, luminescence | inhibition, % at 20 µM | 0.32% of 330,000 active | AID 2521;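 active means inhibition above about 40% at 20 µM, limit read from the data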;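 further: cells challenged with 10 nM apelin-13 agonist together with compound; plate controls were apelin-13 plus DMSO wells for no effect and DMSO wells lacking apelin-13 for full effect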
# NALP3 yeast inh: blocks the NALP3 inflammasome reconstituted in yeast. Yeast reconstituted NLRP3/ASC/caspase-1, beta-gal luminescence, 24 h. 0.39% of 330,000 active. AID 2825. inhibition, % at 10 µM;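 active means inhibition of 50% or more; inactive means inhibition below 50%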;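 further: plate controls were induced DMSO wells for no effect and uninduced yeast grown without galactose for full effect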
# tim10-1 inh: tim10-1 yeast growth inhibition; S. cerevisiae tim10-1 ts strain growth, BacTiter-Glo, 24 h; inhibition, % at 20 µM; 2.2% of 330,000 active; AID 463190;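 active means inhibition of at least 40%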;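 further: mutant grown at 25 °C; 0% = DMSO wells with yeast and 100% = wells holding no yeast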
# MPTP block: permeability transition pore inhibition; isolated mouse mitochondria, Ca2+ swelling absorbance, 30 min; 1.4% of 360,000 active; AID 602449; inhibition, % at 10 µM;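 active means inhibition of 50% or more, scaled per plate between neutral and stimulator controls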;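 further: 0% = DMSO wells given calcium and 100% = 1 mM EGTA wells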
# An asterisk follows results filed as active; . = not tested or not shown.
SMILES,tim23-1 inh,beta cell repl,APJ agonist,GRIN3A LBD mod,TIM10 inh,APJ antag,NALP3 yeast inh,tim10-1 inh,MPTP block
COc1ccc(S(=O)(=O)NCc2ccccn2)c(C)c1C,2,2,-3,-2,1,8,6,-3,-0.2
O=C(CN1C(=O)CCC1=O)Nc1nc(-c2ccccn2)cs1,-5,1,-1,0,-10,14,1,-4,-3.0
COCCNC(=O)CSc1nc2ccc(N3CCOCC3)cc2c(=O)n1Cc1ccc(OC)cc1,24,-4,2,-1,26,-31,11,14,4.4
Cc1ccc(S(=O)(=O)NC(=O)Nc2ccc(C)cc2C)cc1,5,1,1,2,-7,4,14,9,0.8
Nc1nc(-c2ccccc2)cc(-c2ccccc2)n1,37,-3,-2,0,17,-13,27,42*,-1.1
CC(C)(C)OC(=O)N1CCC2(CC1)Oc1ccc(F)cc1C(=O)C21CC(c2ccccc2)=NO1 (stereo not drawn),35,-2,4,2,30,13,9,35,2.8
CC(=O)Nc1ccc(C(=O)CSc2nnc3scc(-c4ccccc4)n23)cc1,-5,-1,-4,5,-3,-14,-12,0,-1.2
CCCCCOc1ccc(NC(=O)C2OC3OC(C)(C)OC3C3OC(C)(C)OC23)cc1 (stereo not drawn),-10,0,-2,-1,-5,-6,16,19,0.6
Cc1ccc2nc(N3CCN(C)CC3)c(C#N)cc2c1,17,-2,5,-5,5,-21,19,8,-0.7
Cc1csc(SCC(=O)Nc2cc(S(=O)(=O)N3CCOCC3)ccc2N2CCOCC2)n1,14,0,-5,2,-14,1,-9,13,0.6

# Complete entries as entered above. Values in the order: tim23-1 inh, beta cell repl, APJ agonist, GRIN3A LBD mod, TIM10 inh, APJ antag, NALP3 yeast inh, tim10-1 inh, MPTP block
# Cc1ccc2nc(N3CCN(C)CC3)c(C#N)cc2c1 is listed as 17, -2, 5, -5, 5, -21, 19, 8, -0.7
# COc1ccc(S(=O)(=O)NCc2ccccn2)c(C)c1C is listed as 2, 2, -3, -2, 1, 8, 6, -3, -0.2

# Later entries
SMILES,tim23-1 inh,beta cell repl,APJ agonist,GRIN3A LBD mod,TIM10 inh,APJ antag,NALP3 yeast inh,tim10-1 inh,MPTP block
COc1ccccc1N/C=C(\C#N)c1nc2ccccc2[nH]1,-9,0,-1,-2,5,-1,18,-4,3.0
COc1ccccc1C1CCN(c2ccc([N+](=O)[O-])c(OC)c2)CC1,12,-1,0,0,12,13,29,15,6.3
Cc1ccc(S(=O)(=O)NC(C)(C)CN2CCC(Cc3ccccc3)CC2)cc1,-29,-5,-4,-1,-2,0,9,-23,7.9
CCn1cc(/C=N/NC(=O)c2cc3c(ccc4ccccc43)o2)c2ccccc21,13,-1,2,26*,2,-22,23,22,3.1
CC1CCCN(CCCNC(=O)C2CCN(S(=O)(=O)N3CCC4(CC3)OCCO4)CC2)C1 (stereo not drawn),0,0,2,7,-2,0,13,-8,-0.4
COc1ccc(-n2c(C)nc3c(cnn3-c3ccccc3)c2=O)cc1,26,-1,-5,-4,17,-9,12,17,-1.2
CCc1cc2c(=O)n(N)c(CCC(=O)O)nc2s1,1,0,4,-1,-2,-7,-1,-3,1.0
COc1ccc(N(CC(=O)N2CCc3ccccc3C2)S(=O)(=O)c2ccccc2)cc1,20,6,0,-3,24,-1,7,35,-0.8
Cc1ccc2ncnc(Nc3ccccc3)c2c1,13,-2,0,-1,-9,-19,10,7,3.9
CCC(=O)N1c2ccc(S(=O)(=O)N3CCCCC3)cc2CC1C (stereo not drawn),18,-3,3,-3,12,13,13,13,0.9

# Single entries from the entries so far.
# For NALP3 yeast inh, CCc1cc2c(=O)n(N)c(CCC(=O)O)nc2s1 has -1
# For APJ agonist, COc1ccc(-n2c(C)nc3c(cnn3-c3ccccc3)c2=O)cc1 has -5

# The list continues.
SMILES,tim23-1 inh,beta cell repl,APJ agonist,GRIN3A LBD mod,TIM10 inh,APJ antag,NALP3 yeast inh,tim10-1 inh,MPTP block
COc1ccc(N/N=C(/C(N)=O)C2=NC(C)(C)Cc3ccccc32)cc1,47,0,-1,0,17,0,31,15,1.1
O=C(NCc1cccs1)c1cccc(S(=O)(=O)N2CCCCC2)c1,21,-1,-4,-2,25,7,-3,17,1.5
Cc1c(C(=O)NC(C)C2CC3CCC2C3)cccc1[N+](=O)[O-] (stereo not drawn),15,0,-2,-3,-15,-3,9,8,-1.2
CN(C)C(=O)/C(=C/c1cn(-c2ccccc2)nc1-c1cccc([N+](=O)[O-])c1)NC(=O)c1ccccc1,-18,1,1,-4,2,6,16,-10,7.2
CC(=NC1CCN(Cc2ccccc2)CC1)c1c(O)[nH]c(=O)[nH]c1=O,-9,0,-3,-1,-2,5,3,1,0.0
CCN(CC)C(=O)/C(=C\c1ccc(Br)cc1)NC(=O)c1ccccc1OC,45,1,-4,-1,31,21,14,18,0.3
COc1ccc(Nc2nc3c(c(=O)n(C)c(=O)n3C)n2CCO)cc1,-6,1,-1,1,-15,-11,10,-5,2.0
Cc1c(NC(=O)c2cccc(NS(C)(=O)=O)c2)c(=O)n(-c2ccccc2)n1C,10,-2,-3,-2,-17,-9,0,-7,-0.4
COc1ccc(OC)c(NC(=O)Nc2nnc(N3CCC(C)CC3)s2)c1,16,-3,-3,-3,-2,10,12,17,3.0
NC(=O)c1cc(-c2ccncc2)nc2ccc(Cl)cc12,-15,-2,-2,2,11,11,7,1,-1.2
CCC1=NC(c2ccc(OC)cc2OC)N(O)C1(C)C (stereo not drawn),-5,1,-5,-1,4,12,-4,15,0.8
COc1cc(CNc2ncnc3c2[nH]c2ccc(C)cc23)cc(OC)c1,8,-3,0,8,6,2,12,13,86*
Nn1c(SCC(=O)Nc2ccc3c(c2)OCO3)nnc1C(F)(F)F,-12,-3,-2,0,18,-1,-3,-10,-3.0
Cn1c(SCC(=O)c2ccccc2F)nnc1C1CC1,21,-3,7,5,12,19,-7,15,0.8
C=C/C(C)=C/C[C@H]1C(=C)CCC2[C@](C)(C(=O)O)CCC[C@@]21C (stereo partly drawn),7,-3,-2,1,-21,-3,39,2,1.4
O=C(CSc1n[nH]c(=O)[nH]c1=O)Nc1c(Cl)cc(Cl)cc1Cl,19,-1,-3,-1,5,-2,2,5,-1.1
Cc1ccc(CC(NC(=O)c2ccc(C)cc2)C(=O)O)cc1 (stereo not drawn),17,.,.,1,-16,.,.,2,-0.9
CN(C)S(=O)(=O)c1cc(NC(=O)COC(=O)C2CSC3(C)CCC(=O)N23)ccc1Cl (stereo not drawn),-12,-2,-2,-5,-3,-6,1,-5,1.8
CCOC(=O)c1[nH]cnc1C(=O)N1CCN(C(=O)OC(C)(C)C)CC1,6,1,-3,-1,1,5,-1,4,0.7
Nc1ccc(S(=O)(=O)Nc2ccc(S(N)(=O)=O)cc2)cc1,9,-1,8,-2,7,8,13,-3,-0.3
Cc1ccc2nc3ccc(N4CCCCCCC4)nn3c(=O)c2c1,46,-4,3,1,8,11,13,18,-3.3
CC(C)c1ccc(/C=N\NC(=O)c2ccc(Cn3cccn3)o2)cc1,22,-2,2,-3,20,-16,-6,26,-1.7
O=C(N/N=C/c1ccc2c(c1)OCO2)C(O)c1ccccc1 (stereo not drawn),2,0,-3,2,4,5,10,6,-0.8
COc1cc(C=O)c(-c2c(C=O)cc(OC)c3c2OCO3)c2c1OCO2,39,-4,-1,0,-1,-19,16,21,-0.4
CC(=O)N1CCc2cc(S(=O)(=O)CCC(=O)Nc3c(C)n(C)n(-c4ccccc4)c3=O)ccc21,29,0,0,1,-8,-9,4,7,-1.3
CCc1noc(C)c1C(=O)Nc1nc2c(F)cc(F)cc2s1,40,3,-3,0,25,20,72*,29,11
COc1cc(OC)nc(Oc2ccccc2/C=N/O)n1,-3,-3,1,-3,10,0,-5,-8,2.5
COCCN(C(=S)Nc1ccc(C)c(C)c1)C(C)c1ccco1 (stereo not drawn),40,0,-3,-1,26,5,13,22,2.3
Cc1c(S(=O)(=O)N2CCC(C)CC2)c(=O)n(C)c(=O)n1C,4,-2,1,.,4,-32,3,11,-0.3
CCOc1ccc(OCCCC(=O)NNC(=O)c2ccncc2)cc1,10,-3,4,1,-7,27,9,1,-0.8
CCOc1ccccc1NC(=O)CSc1cn[nH]n1,-23,0,0,2,-8,4,4,-19,1.6
COC(=O)c1c(C)[nH]c(/C=N/Nc2ccccc2)c1C,21,-3,-1,0,9,5,19,15,6.3
CCCNC(=O)NC(=O)CN1C(=O)NC(C)(c2ccc(C)cc2)C1=O (stereo not drawn),-2,1,-6,1,0,-5,1,8,2.0
Cc1ccc(C)c2c1N(Cc1ccccc1)C(=O)C21OCCO1,2,-2,-1,0,0,10,-4,-4,0.2
O=C(O)CC1c2ccccc2CCN1S(=O)(=O)c1ccc(F)cc1 (stereo not drawn),-4,-4,-1,2,-8,-7,-5,6,0.0
CN1CCCC(OC(=O)CCCC(=O)OC2CCCN(C)C2)C1 (stereo not drawn),-2,-5,-4,0,6,6,16,1,-0.6
Cc1cccc(OCC(=O)N2CCN(C(=O)c3ccco3)CC2)c1,13,-1,-4,3,-27,8,11,4,0.1
C#Cc1ccc([C@@H]2C=C(C(=O)OCC=C)O[C@H](OCC)[C@H]2CCCO)cc1,29,-3,-6,0,5,5,6,26,-2.3
COc1ccc(S(=O)(=O)N2CCOCC2)cc1NC(=O)Cc1ccccc1Cl,7,0,0,0,0,5,3,7,0.3
CN(CCOc1ccccc1)C(=S)Nc1ccc(OC(F)F)cc1,40,0,4,-9,14,1,29,33,0.9
CCOC(=O)c1cc(NC(=O)C2CCCO2)cc(C(=O)OCC)c1 (stereo not drawn),10,1,1,1,-8,5,16,22,-0.8
CC(C)(C)[C@@H]1COC(=O)[C@H](Cc2ccc(F)cc2)CC/C=C\C[C@H](CC(=O)N(CCO)Cc2ccccc2)C(=O)N1,22,-5,2,-3,14,11,21,9,-0.9
CC(O)c1n(C)c(Cl)c[n+]1C (stereo not drawn),10,1,0,1,1,10,-6,6,-1.7
CC(C)(C)c1nnc(NC(=O)c2cc(-c3ccccc3)nc3ccccc23)s1,4,-3,2,-5,25,6,19,35,0.6
CCCCc1c(O)nc(SCCN(C)C)n(-c2ccccc2)c1=O,-3,2,2,-1,2,14,-1,4,-1.2
COc1ccccc1S(=O)(=O)Cc1ccc(C(=O)NCc2cccs2)o1,-11,-2,-4,0,-7,14,-11,4,1.5
COc1ccc(Cl)cc1NC(=O)CN1CCC(n2nnc3cc(C)ccc32)CC1,31,-4,-2,-2,17,6,23,40,4.2
CCn1cc(C(=O)O)c(=O)c2cnc(N3CCN(C(=S)NC(=O)c4ccc(F)c(F)c4)CC3)nc21,-3,1,-2,0,23,4,7,-14,-1.0
CCN(CC)c1nc2c(c(=O)[nH]c(=O)n2C)n1CCCc1ccccc1,18,1,-1,-1,3,-13,13,14,1.5
Cc1cc(C)cc(NC(=O)Cn2nnc(C(=O)NCc3ccc(F)cc3)c2N)c1,-3,-2,-5,34*,-30,2,5,-3,2.1

# Further results follow.
SMILES,tim23-1 inh,beta cell repl,APJ agonist,GRIN3A LBD mod,TIM10 inh,APJ antag,NALP3 yeast inh,tim10-1 inh,MPTP block
Cc1nn(-c2ccccc2)nc1C(=O)NNC(=O)c1cccc2ccccc12,26,2,3,-6,5,1,46,-16,2.1
COc1cc(OC)c(NC(=O)C(=O)CC(=O)c2ccc(C)cc2C)cc1Cl,14,-2,1,-3,-3,-13,11,-8,4.9
Cc1ccc(NC(=O)C2CCN(S(C)(=O)=O)CC2)cc1,-5,-4,-5,0,1,12,1,6,-0.4
C=CCn1c(SCC(=O)Nc2nc(C)cs2)nnc1C(CO)NC(=O)c1ccccc1 (stereo not drawn),19,-1,-1,-1,9,10,3,13,-1.7

# Screens deposited in PubChem by Sanford-Burnham Center for Chemical Genomics.
